Screening data: PubChem BioAssay, The Scripps Research Institute Molecular Screening Center
M1 PAM parental = M1 PAM counterscreen hit in parental CHO-K1 cells; ATP EC20, Fluo-8 calcium fluorescence; 0% at ATP EC20, 100% at ATP max; activation, % at 3 µM; 360,000 compounds, 0.02% hits;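 active = activation above the run cutoff, the mean activation of all test compounds plus 3 SD, cut at about 40% in these data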;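 also: peak over basal fluorescence ratio in a 140 s read after ATP addition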
CHO-K1 Ca antag = counter-screen for M1 antagonists: effect in parental CHO-K1 cells; ATP-induced calcium, Fluo-8 fluorescence; inhibition, % at 3 µM; 360,000 compounds, 0.6% hits; AID 602250;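 active = inhibition above a per-plate cutoff, the plate's mean sample inhibition plus 3 SD, cut at about 24% in these data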;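 also: 0% = DMSO plus EC80 ATP and 100% = DMSO alone without ATP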
TAAR1 agonist = agonists of human TAAR1; Q96RJ0; CHO RD-HGA16 TAAR1, Fluo-8 calcium fluorescence; vehicle wells 0%, saturating PEA agonist 100%; activation, % at 3 µM; 360,000 compounds, 0.99% hits; AID 624467;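 active = activation above the mean activation of all test compounds in the run plus 3 SD, cut at about 38% in these data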
Target sequence (Q96RJ0 whole entry, looked up): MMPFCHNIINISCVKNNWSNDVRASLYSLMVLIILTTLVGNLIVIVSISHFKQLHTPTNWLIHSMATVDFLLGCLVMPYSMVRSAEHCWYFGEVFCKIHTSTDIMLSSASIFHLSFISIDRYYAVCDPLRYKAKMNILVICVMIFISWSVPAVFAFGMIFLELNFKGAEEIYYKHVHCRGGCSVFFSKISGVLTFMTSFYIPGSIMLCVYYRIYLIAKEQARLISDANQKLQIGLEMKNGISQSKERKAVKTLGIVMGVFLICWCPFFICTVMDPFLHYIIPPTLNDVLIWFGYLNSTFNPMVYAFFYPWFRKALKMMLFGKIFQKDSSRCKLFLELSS
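Signal – calcium-sensitive Fluo-8 signal, excitation 470-495, emission 515-575 nm · System – RD-HGA16 (CHO) cells co-expressing Gα16 and hTAAR1 · Incubation – 17-24 h seeding, 75 min 37 °C dye, 30 min RT · Compound dosing – 3 µM single concentration · Repeats – no replicates (n 1)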
TAAR1 antag = antagonists of human TAAR1; Q96RJ0; CHO RD-HGA16 TAAR1, Fluo-8 calcium fluorescence, antagonist; inhibition, % at 3 µM; 360,000 compounds, 1.5% hits;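 active = inhibition above a per-plate cutoff, the mean inhibition of test compounds on that plate plus 3 SD, cut at about 49% in these data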;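 also: 0% = DMSO plus EC80 beta-PEA response and 100% = DMSO alone without agonist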
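Test system: hTAAR1-expressing CHO RD-HGA16 cells, Gα16-coupled; Probe or stimulus: EC80 β-phenethylamine stimulus; Compound dosing: single nominal final test compound concentration of 3 µM; Timing: 140 s kinetic read after compound, 140 s after agonist; Signal: Fluo-8 calcium-sensitive fluorescence; Measure: % inhibition of agonist calcium response; Controls: DMSO and EC80 PEA controls.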
M1 ag parental = nonselective activator or artifact in parental CHO-K1 cells. Fluo-8 calcium fluorescence; scaled to maximal ATP response, vehicle zero. activation, % at 3 µM. 360,000 compounds, 0.48% hits. AID 602248; in the data active = activation above about 15%;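 also: untransfected CHO-K1 host cells lacking M1 receptor as counterscreen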
CHO parental Ca = counter-screen for OX1R antagonists: effect in parental CHO cells. parental CHO-K1, ATP-induced calcium, Fluo-8 fluorescence. inhibition, % at 5.6 µM. 330,000 compounds, 0.63% hits;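 active = inhibition above that plate's mean sample inhibition plus 3 SD, cut at about 26% in these data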;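 also: 0% = ATP-challenged DMSO wells and 100% = DMSO wells without ATP; some compounds past the cut are filed as inactive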
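Measured by: calcium-sensitive Fluo-8 fluorescence / Test system: CHO parental line / Controls: ATP-challenged DMSO wells low, unchallenged DMSO wells high / Measure: % inhibition / Compound: single nominal dose of 5.6 µM per compound / Replicates: single well per compound, no replicates / Reagent: ATP as calcium-mobilizing challenge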
V1aR counter = activates human V1a receptor in oxytocin agonist counter-screen; CHO-V1R cells, Fluo-8 calcium fluorescence, agonist mode; 0% DMSO, 100% 3 nM vasopressin; activation, % at 3 µM; 320,000 compounds, 0.25% hits;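 active = activation above the mean activation of all tested compounds plus 3 SD, per screening run, cut at about 20% in these data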;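 also: signal is peak over basal fluorescence ratio across a 100 second FLIPR read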
OXTR potentiate = potentiators of human oxytocin receptor; P30559; CHO-OTR cells, Fluo-8 calcium fluorescence, potentiator mode; 0% = oxytocin EC15, 100% = EC100; activation, % at 3 µM; 320,000 compounds, 0.061% hits; AID 2445;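 active = activation above that plate's cutoff, the mean activation of tested compounds plus 3 SD, cut at about 6.6% in these data, passing the limit was not always enough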;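 also: 100% uses oxytocin at 75 nM as the full agonist control; some results filed as inactive read as strong as hits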
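Material: human OTR in CHO cells. Compound: 3.0 µM, one dose. Timing: compound 6 min at room temperature before oxytocin, 100 s read. Evaluation: % activation of max/min ratio relative to oxytocin controls. Replication: single well per compound, singlicate. Signal: Fluo-8 calcium dye fluorescence.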
CHRM1 agonist = agonists of human M1 muscarinic receptor | P11229 | CHO-K1 hM1, Fluo-8 calcium fluorescence, agonist mode; 0% DMSO, 100% acetylcholine EC100 | activation, % at 3 µM | 360,000 compounds, 0.33% hits | AID 588814;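 active = activation above the run's mean compound activation plus 3 SD, cut at about 16% in these data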;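 also: peak over basal fluorescence ratio within a 140 s kinetic read after compound addition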
Target sequence (P11229 whole entry, looked up): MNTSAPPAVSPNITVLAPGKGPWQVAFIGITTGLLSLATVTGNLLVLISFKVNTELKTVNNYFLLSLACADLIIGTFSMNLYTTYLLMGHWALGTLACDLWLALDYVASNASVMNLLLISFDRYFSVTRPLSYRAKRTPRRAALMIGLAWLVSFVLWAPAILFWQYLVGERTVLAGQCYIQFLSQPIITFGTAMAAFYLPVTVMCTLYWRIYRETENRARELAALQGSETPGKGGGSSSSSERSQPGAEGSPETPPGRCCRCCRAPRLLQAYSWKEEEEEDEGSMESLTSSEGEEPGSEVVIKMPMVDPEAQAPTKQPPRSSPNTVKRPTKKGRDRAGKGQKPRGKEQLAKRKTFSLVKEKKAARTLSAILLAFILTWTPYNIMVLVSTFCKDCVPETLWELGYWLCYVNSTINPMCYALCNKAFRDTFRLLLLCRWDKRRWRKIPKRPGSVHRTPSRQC
* marks the source's active call; other numbers are inactive results; x = no result given.

| molecule | M1 PAM parental | CHO-K1 Ca antag | TAAR1 agonist | TAAR1 antag | M1 ag parental | CHO parental Ca | V1aR counter | OXTR potentiate | CHRM1 agonist |
| --- | --- | --- | --- | --- | --- | --- | --- | --- | --- |
| CC(C)(C)n1cnc2cc(NCc3ccc(Br)cc3)ccc21 | 10 | -4 | 9 | -20 | 2.9 | -13 | 6.2 | -8 | -4 |
| Nc1nc(-c2cccs2)cs1 | -4 | 0 | x | x | -0.8 | -9 | 1.0 | -6 | -3 |
| O=C(/C=C/c1ccco1)N1CCN(c2ccc(F)cc2)CC1 | 17 | -8 | -1 | 15 | 0.8 | -20 | 4.2 | -16 | -8 |
| CCN1/C(=C2/SC(=S)N(NC(C)=O)C2=O)Sc2ccc(Cl)cc21 | -1 | 16 | 1 | 8 | 0.3 | -9 | -0.7 | -16 | -4 |
| c1ccc2[nH]c(SCc3cscn3)nc2c1 | 7 | -5 | 15 | 9 | 0.3 | -4 | 1.3 | -8 | -6 |
| O=C(OCc1cc(=O)n2ccsc2n1)c1ccccc1NCCO | -1 | -2 | 1 | -15 | 0.3 | 0 | 1.9 | -1 | -2 |
| Cc1ccc(S(=O)(=O)N2CCCCC2)cc1C(=O)OC1CCCCC1=O (configuration not stated) | -10 | -1 | -1 | 1 | 0.0 | -26 | -1.1 | 0 | -3 |
| CC(C)n1nnnc1C1c2ccccc2C(=O)N1CCOc1ccccc1 (configuration not stated) | 15 | -20 | 0 | 3 | 1.0 | x | x | x | x |
| COc1ccc(C2CC(c3cccs3)=NN2C(=O)COC(=O)c2cc3ccccc3cc2O)cc1OC (configuration not stated) | -14 | 14 | -1 | -17 | 0.0 | -10 | 0.8 | -8 | 4 |
| Brc1cc2c(cc1C1Nc3ccccc3C3C=CCC31)OCO2 (configuration not stated) | 15 | -3 | 0 | -3 | -0.1 | 6 | -0.5 | -1 | -8 |
| CN(C)CCCNC(=O)c1ccc(/C=N/O)nc1 | 8 | 7 | 1 | -29 | -0.1 | x | x | x | -9 |
| CCOc1ccc(N2CC(C(=O)N3CCCCCC3)CC2=O)cc1 (configuration not stated) | -14 | 0 | 6 | 7 | -0.1 | -19 | 0.3 | 2 | -2 |
| Cc1nn(CC(C)C)c(Cl)c1C(=O)NCC1CCCO1 (configuration not stated) | -6 | -10 | 4 | -9 | -0.2 | x | x | x | -2 |
| COc1cc(-c2nc(-c3ccccn3)no2)cc(OC)c1OC | 17 | -15 | 7 | 7 | 4.2 | -21 | 0.2 | -1 | -6 |
| C=C1C(=O)c2sccc2C(c2ccc(OC)c(OC)c2)C1COC(C)=O (configuration not stated) | -17 | 14 | 7 | -4 | 0.4 | x | x | x | 2 |
| Cc1ccc(S(=O)(=O)Oc2ccccc2N2C(=O)C3CC=CCC3C2=O)cc1 (configuration not stated) | 16 | -6 | 2 | 13 | 0.7 | -8 | -0.3 | -5 | -1 |
| Cc1ccccc1OCC(=O)Nc1ccc(C(N)=O)cc1 | 13 | -8 | 3 | 14 | 1.2 | -10 | 0.7 | -8 | 0 |
| Cc1ccc(S(=O)(=O)n2cnc3cc([N+](=O)[O-])ccc32)c(C)c1C | -9 | 25* | 1 | 10 | 0.3 | 1 | 0.8 | -6 | -1 |
| O=C(c1ccsc1)N1CCN(C(=O)c2cccs2)CC1 | 3 | 3 | 6 | 5 | -0.3 | -11 | -0.3 | -7 | 0 |
| O=C(CN1C(=O)NC2(CCc3ccccc32)C1=O)Nc1cc(C(F)(F)F)ccc1N1CCOCC1 (configuration not stated) | x | x | 14 | 5 | x | -10 | 3.8 | -9 | x |
| COc1cccc(C(=O)Nc2ccc(NC(=O)C3C4C=CC(C4)C3C(=O)O)cc2)c1 (configuration not stated) | -13 | 11 | -1 | -12 | 0.1 | -11 | 1.9 | -3 | 0 |
| Nc1ccc2cn[nH]c2c1 | 12 | 1 | 1 | 1 | -0.5 | 2 | 0.2 | 0 | 3 |
| CCOc1ccccc1NC(=O)Cn1cnc2c(cnn2-c2ccc(C)c(C)c2)c1=O | 18 | -14 | 1 | -2 | -0.1 | -13 | -0.1 | -1 | -2 |
| CC(=O)Nc1ccccc1C(=O)N1CCN(Cc2ccccc2)CC1 | 24 | -17 | 2 | -31 | 0.2 | -1 | 1.3 | 2 | -4 |
| O=C(COc1ccc2ccccc2c1)NNC(=O)Cc1cccc2ccccc12 | 19 | -14 | 6 | 0 | 1.4 | 23 | 2.8 | -16 | 1 |
| Cc1[nH]c2ccc(C(=O)NCc3ccccn3)cc2c1C | -1 | -5 | 4 | -10 | 0.0 | -2 | 0.0 | -16 | 0 |
| CCn1ccnc1CN(C)C(=O)CCc1nnc(CCC2CCCCC2)o1 | 10 | -11 | 8 | 12 | 0.8 | -21 | 0.2 | -5 | -14 |
| COc1cccc(NC(=O)C(C)OC(=O)c2n[nH]c3ccccc23)c1 (configuration not stated) | 11 | -13 | 2 | -4 | 2.9 | -5 | 2.7 | -8 | -4 |
| Cc1ccc(Nc2nnc(SCC(=O)NCc3ccco3)s2)cc1 | 12 | 3 | -5 | -7 | -0.9 | x | x | x | 1 |
| CCCCn1c(N)c(N(CC(C)C)C(=O)CC(NC(=O)c2ccccc2)c2ccccc2)c(=O)[nH]c1=O (configuration not stated) | 13 | -4 | 4 | -17 | 1.3 | -13 | -1.3 | -5 | 0 |
| CCOc1cc(C(=O)Nc2cc3c(cc2N2CCCC2)n(C)c(=O)n3C)cc(OCC)c1OCC | -21 | -2 | 0 | -4 | -0.4 | -18 | -1.0 | -12 | 1 |
| CCC(C)C1Nc2ccc(C(=O)NCCc3ccc(OC)c(OC)c3)cc2NC1=O (configuration not stated) | -5 | 8 | x | x | 1.6 | -2 | 1.9 | 3 | -4 |
| COc1ccc([C@H]2CC(=O)C[C@@H](CCn3cccn3)O2)cc1 | 1 | -9 | 2 | -7 | 0.1 | x | x | x | x |
| C[C@H](NC(=O)c1ccco1)C(=O)Nc1ccc2c(c1)OCO2 | 2 | -1 | 4 | -23 | 0.1 | -15 | 0.0 | 4 | -7 |
| CCOC(=O)C1(Cc2ccccc2)CCN(C2Cc3ccccc3C2)CC1 | 9 | -16 | 2 | -22 | 1.5 | -12 | 0.3 | -12 | -7 |
| CC(=O)Nc1ccc(C2=NNC(=Nc3cccc(S(=O)(=O)N(C)C)c3)SC2)cc1 | 14 | -8 | x | x | 0.2 | -9 | 0.0 | -11 | -3 |
| CC(C)CCn1cnc2c(cnn2-c2ccc(Cl)cc2)c1=O | 23 | -10 | -4 | -4 | 0.5 | 11 | -0.5 | -17 | -3 |
| Oc1[nH]c2ccc(Br)cc2c1N=Nc1nn[nH]n1 | 18 | -16 | 7 | -9 | 0.7 | -3 | -0.1 | -10 | -3 |
| CN(CC(=O)Nc1ccc(Cl)c(C(F)(F)F)c1)C(=O)c1cc(-c2ccncc2)nc2ccccc12 | 11 | -7 | 9 | 50* | 1.1 | -33 | -0.5 | -5 | -7 |
| Cc1cccc(C)c1NC(=O)CN(C)C(=O)CCC(=O)c1ccccc1 | 12 | -8 | 0 | 18 | 0.5 | -17 | -0.8 | -2 | -2 |
| O=C(Oc1ccc(-c2cnc3ccccc3n2)cc1)c1ccc(Br)o1 | 21 | -17 | 9 | 1 | 1.0 | -11 | 0.5 | -5 | 6 |
| COc1ccc(NC(=O)C2CCCN(S(=O)(=O)c3ccc4c(c3)CCCN4C(C)=O)C2)cc1Cl (configuration not stated) | 9 | -11 | 5 | 18 | 1.1 | -16 | 3.2 | -13 | -2 |
| Cc1ccccc1C(=O)N1CCC(C(=O)Nc2ccc(S(=O)(=O)N3CCOCC3)cc2)CC1 | 4 | -6 | 0 | -4 | 0.1 | -8 | 0.2 | 4 | -4 |
| O=C1NC2(CCCC2)C(=O)N1CC(=O)N(Cc1ccccc1)c1ccccc1 | -22 | 14 | 0 | 0 | 0.4 | -33 | -0.6 | 0 | -5 |
| COc1ccc(NC(=O)c2cccc(C#N)c2)cc1NS(=O)(=O)c1ccc(F)cc1 | 23 | -8 | 2 | 2 | 1.5 | -7 | 3.0 | -9 | -7 |
| CC(C)C(=O)Nc1ccc(S(=O)(=O)Nc2ccccn2)cc1 | -4 | 19 | 0 | 5 | 8.3 | -7 | -0.3 | -6 | -8 |
| COC(=O)c1cc(-c2ccc(S(=O)(=O)N3CCCCC3)cc2)c(C(F)(F)F)s1 | 21 | -5 | -2 | -25 | -0.1 | -17 | 0.2 | -13 | -2 |
| O=c1ccc(-c2ccc(S(=O)(=O)Nc3ccccc3Cl)o2)n[nH]1 | 9 | -16 | 3 | -18 | 0.8 | -6 | 1.1 | -3 | -2 |
| C1=C(c2ccccc2)CCN(c2nc3ccccc3n3cnnc23)C1 | -6 | 22 | 0 | -2 | 0.3 | -19 | 0.1 | -8 | -3 |
| CCCC(=O)c1c[nH]c(C(=O)N2CCOCC2)c1 | 20 | -11 | 5 | -4 | 10 | -8 | 0.2 | -4 | -1 |
| Cc1cc(C(=O)Nc2ccc(Cl)cc2)n(-c2ccccc2)n1 | 2 | -14 | 3 | -4 | -0.2 | -25 | -0.1 | 3 | -5 |
| O=C(CC1C(=O)NCCN1Cc1ccccc1)NCCCOc1cccnc1 (configuration not stated) | -18 | 6 | 2 | -32 | -0.2 | -6 | 0.1 | 1 | -2 |
| CCCC(=O)Oc1ccccc1C1SCc2cc(C)c(C)cc2CS1 | 5 | 1 | 3 | 29 | -0.5 | -17 | -0.1 | -12 | -4 |
| CCOC(=O)CC1COCCN1Cc1cn[nH]c1-c1cc(OC)c(OC)c(OC)c1 (configuration not stated) | 7 | -5 | 3 | -13 | 0.4 | -9 | 0.1 | -4 | -2 |
| COCCN1Cc2cccc(C(=O)Nc3ccc(S(=O)(=O)N4CCOCC4)cc3)c2C1=O | 7 | -3 | 5 | -4 | -0.5 | -8 | -0.6 | -5 | -3 |
| O=C(Nc1cccc([N+](=O)[O-])c1)c1ccc([N+](=O)[O-])o1 | 27 | -3 | 7 | -3 | 4.7 | x | x | x | 4 |
